# Screens (PubChem)
# IL-1B inflam inh: blocks inflammasome-driven IL-1 beta release. AID 743279. THP-1 LPS/ATP IL-1B secretion, AlphaLISA, 16 h; stronger effect = lower value. activity change, % at 57.5 µM. 360,000 tested, 4.7% active; in the data active = activity change below about -50%; inconclusive = mostly about -30% to -49%; note: % is set by controls: 0 for no effect and ±100 for the full control effect
#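 Secreted IL-1B measured by AlphaLISA bead assay after 16 h compound exposure of THP-1 cells; compounds (final up to 57.5 uM) added 1 h before LPS (250 ng/mL) and ATP (1.25 mM) stimulation; lower signal means less secretion.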
# MCF10A rereplic: DNA re-replication induction in MCF 10a cells. MCF 10A DNA re-replication, Hoechst nuclear intensity, 48 h. Potency, µM (doses to about 46.1 µM), for inactives: top-dose activity, positive = re-replication, actives largely listed as activators. 350,000 tested, 2.9% active. AID 624296; note: potency is the fitted concentration of half-maximal effect; % of control where 0% means no effect; nearly all actives have a fitted effect of over 50% in size
# KB-3-1 cytotox: KB-3-1 parental cell cytotoxicity | KB-3-1 viability, CellTiter-Glo ATP luminescence, 72 h | Potency, µM (titrated, usually from 46.1 µM), for the others: at the top dose activity change, negative = cytotoxic, hits mostly cytotoxic | 400,000 tested, 1.4% active; note: potency is the fitted concentration of half-maximal effect; % is set by controls: 0 for no effect and ±100 for the full control effect; nearly all actives have a fitted effect of over 60% in size
#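 Cells are dispensed, compounds pinned in, plates held at 37 °C for 72 h, then CellTiter-Glo is added and luminescence read after 10 minutes. Cell line: parental KB-3-1 in phenol-red-free DMEM, 10% FBS.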
# KB-V1 cytotox: kills drug-selected multidrug resistant KB-V1 cells; Potency, µM (highest dose often 46.1 µM), without a hit: at the top dose activity change, negative = cytotoxicity, hits mostly cytotoxic; KB-V1 MDR cells viability, CellTiter-Glo, 72 h; 400,000 tested, 3.4% active; note: potency is the fitted concentration of half-maximal effect; % is set by controls: 0 for no effect and ±100 for the full control effect; nearly all actives have a fitted effect of over 60% in size
#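 Cytotoxicity toward P-gp-expressing KB-V1 cells was determined as loss of CellTiter-Glo luminescence after 72 h at 37 degrees C. Compounds were tested in quantitative HTS format across a concentration range, with curves fitted to normalized data.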
# HEK293 tox: cytotoxic in the GLP-1 receptor inverse agonist counter-screen; HEK293 cAMP-luciferase reporter cells, luminescence, 24 h; Potency, µM (top dose mostly 38.3 µM), for the others: at the highest dose activity change, negative = inhibition, actives largely listed as inhibitors; 410,000 tested, 0.13% active;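 note: loss of luciferase light is scored as toxicity; potency is the fitted concentration of half-maximal effect; % is set by controls: 0 for no effect and ±100 for the full control effect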
#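 1536-well qHTS counterscreen of the MLSMR; 200 cells/uL, 12 h pre-incubation, 23 nL cpd, 24 h at 37 deg C 5% CO2, luciferase detection reagent, 12 min RT, luminescence. Inhibition = undesired.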
# HT1080 IDH1KD tx: toxicity to HT-1080 IDH1 knockdown cells (counter line); Potency, µM (series often up to 46.1 µM), for the others: top-dose activity, negative = toxicity, actives largely listed as cytotoxic; 360,000 tested, 2% active; HT-1080 IDH1 knockdown viability, ATP luminescence, 48 h;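 note: potency is the fitted concentration of half-maximal effect; 0% = DMSO wells and -100% = cell-free medium wells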
#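 After a 2 h attachment period, IDH1KD HT-1080 cells took pin-transferred compound for 48 h at 37 °C; ATP-based luminescence after 10 min room-temperature reagent incubation reported viability.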
# D3 ag: activates the human D3 dopamine receptor. P35462. D3R DiscoveRx beta-arrestin cells, luminescence, 90 min. max activation, %. 410,000 tested, 0.58% active. AID 652048; in the data active = max activation above about 30%; note: 0% is about no effect; mostly tested at two doses, the higher about 12 µM
# Target sequence (P35462 whole entry, looked up): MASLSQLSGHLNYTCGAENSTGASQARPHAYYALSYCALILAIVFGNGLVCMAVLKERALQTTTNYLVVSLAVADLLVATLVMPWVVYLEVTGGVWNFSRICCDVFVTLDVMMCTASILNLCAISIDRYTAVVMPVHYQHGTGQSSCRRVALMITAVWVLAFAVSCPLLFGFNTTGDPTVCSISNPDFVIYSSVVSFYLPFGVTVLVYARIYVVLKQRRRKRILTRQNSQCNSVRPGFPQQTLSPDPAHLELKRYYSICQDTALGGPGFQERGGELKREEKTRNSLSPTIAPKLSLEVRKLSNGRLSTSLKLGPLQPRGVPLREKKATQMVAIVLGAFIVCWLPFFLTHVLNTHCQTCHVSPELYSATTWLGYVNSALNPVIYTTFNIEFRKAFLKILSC
#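 Agonist-mode cell screen: cells plated at 1500/well and incubated overnight at 37 °C, then exposed to library compounds for 90 min at 37 °C. Detection reagent was added for 30–60 min at room temperature, and luminescence was read.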
# SW480 rereplic: inducers of DNA re-replication in SW480 colon cancer cells. Potency, µM (doses to about 46.1 µM), for inactives: at the top dose re-replication activation, most hits filed as activators. 340,000 tested, 1.8% active. SW480 DNA re-replication, Hoechst DNA content imaging, 48 h. AID 624297; note: potency is the fitted concentration of half-maximal effect; % of control where 0% means no effect; nearly all actives have a fitted effect of over 55% in size
#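 Image-based read-out: total Hoechst fluorescence of nuclei (405 nm excitation, 500-530 nm emission), with hits raising the fraction of high-intensity nuclei. SW480 colon cells incubated 48 hr with compounds at 37 C.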
# HT1080-NT tox: kills 2HG-producing HT-1080-NT fibrosarcoma cells | HT-1080-NT fibrosarcoma viability, CellTiter-Glo ATP luminescence, 48 h | Potency, µM (doses to about 46.1 µM), for the others: top-dose activity, negative = less viability, most hits filed as cytotoxic | 360,000 tested, 1.6% active | AID 686970;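 note: NT is the 2HG producing partner of a matched IDH1 knockdown line; potency is the fitted concentration of half-maximal effect; 0% = DMSO-treated cells and -100% = media-only wells without cells; nearly all actives have a fitted effect of over 55% in size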
#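 HT-1080-NT fibrosarcoma cells (2HG-overproducing), 750 cells/well in RPMI with 5% FBS, dosed after 2 h and incubated 48 h at 37C. CellTiter-Glo luminescence normalized to DMSO and no-cell wells; concentration-response curves fitted and classed.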
# * = called active by the depositor; ? = inconclusive; / = no result given; [ ] = remark or other dose. Unless noted, calls come from the whole dose curve; as a rule, active = well fitted curve in the direction sought with a large enough effect; inconclusive = small, poorly fitted or top-dose-only effect, or another doubt; inactive = no such curve, though single readings can be large; an effect the other way counts as inactive or inconclusive.
SMILES,IL-1B inflam inh,MCF10A rereplic,KB-3-1 cytotox,KB-V1 cytotox,HEK293 tox,HT1080 IDH1KD tx,D3 ag,SW480 rereplic,HT1080-NT tox
C/C(=N/NC(=O)CNC(=O)/C=C/c1ccco1)c1ccc(Cl)cc1,41,5%,4%,-7%,-1%[0.307 µM],-9%,-6,1%,-14%
O=C(CSc1cccc(C(F)(F)F)c1)Nc1ccc(N2CCOCC2)cc1,21,3%,-10%,-6%,-6%,-12%,-2,-3%,-4%
O=C(CN1CCC(N2CCCCC2)CC1)N1CCCc2ccccc21,0,0%,3%,18%,-5%,-2%,-7,-2%,-5%
O=S(=O)(/N=C(/Nc1ccccn1)c1ccc(Cl)cc1)c1ccc(Cl)cc1,-1,-2%,-3%,?,-5%,23%,1,-19%,16%
Cc1ccc(C(=O)NC2CCN(C(=O)N3CCOCC3)CC2)cc1,89,6%,16%,7%,-13%,5%,-4,0%,10%
CN(C)S(=O)(=O)c1ccc(S(=O)(=O)NCCN2CCOCC2)cc1,13,9%,-27%,-8%,-5%,1%,-10,-30%,-9%
CC(C)(C)NC(=O)NC(=O)CSc1ccc(S(=O)(=O)N2CCCCC2)cn1,13,14%,-13%,11%,2%,-7%,2,1%,0%
CC(C)(C)NC(=O)C(c1cccs1)N(Cc1cccs1)C(=O)c1ccc(CN2CCOCC2)o1 (stereo unspecified),-18,-26%,4%,-6%,-8%,16%,-2,-60%[inhibitor],10%
Cc1ccc(S(=O)(=O)n2nc(OC(=O)C3CCCCC3)cc2N)cc1,31,6%,-1%,0%,-5%,9%,-2,2%,5%
CC(OC(=O)c1ccc(O)cc1)C(=O)Nc1nc(-c2ccccc2)cs1 (stereo unspecified),8,3%,?,?,-2%,-14%,4,-12%,-15%
Cc1cccc[n+]1CC(=O)N1c2ccccc2Sc2ccccc21,-3,7%,?,20%,1%,2%,-6,-4%,5%
COc1ccc(NC(=O)Nc2nnc(N3CCCCCC3)s2)cc1,/,/,-12%,-6%,-8%,/,-2,/,/
COc1ccccc1NS(=O)(=O)c1cccc(C(=O)N2CCCCCC2)c1,4,-3%,3%,-1%,-21%,-1%,-2,-81%[inhibitor],-2%
CC(=O)c1ccc(OCc2cc(C(=O)N(C)Cc3ccon3)no2)cc1,4,-1%,-9%,4%,-1%,-1%,17,-3%,-2%
COc1ccc(N2CC(C(=O)N/N=C/c3ccc([N+](=O)[O-])cc3)CC2=O)cc1 (stereo unspecified),-20,15%,11%,25%,-5%,5%,5,-8%,8%
COc1ccc(Cn2c(=O)[nH]c3cc(C(=O)NC4CCN(Cc5ccccc5)CC4)ccc32)cc1,?,?,-6%,39%,-28%,-26%,-16,-2%,-17%
CC1CC(O)(Cc2ccccc2)C(C)CN1C (stereo unspecified),7,-3%,13%,13%,-3%,13%,-5,-4%,12%
O=C(CNS(=O)(=O)c1ccccc1)OCc1cccc([N+](=O)[O-])c1,4,-9%,20%,?,-13%,12%,1,4%,13%
COc1ccccc1C(=O)N1CCN=C1SCc1cccnc1,-15,-7%,-1%,-11%,-2%,-6%,-4,4%,5%
OCCC1CN(Cc2nc3ccccc3s2)CCN1C1CCCCC1 (stereo unspecified),11,8%,-10%,7%,-7%,-4%,-2,-4%,-1%
CCCC(=O)Nc1ccc(C)c(O)c1,-20,-7%,-3%,6%,-6%,7%,-2,-10%,1%
COc1ccc(Nc2nc(NCCO)nc(OC)n2)cc1,33,8%,3%,11%,16%,2%,0,-2%,-2%
Cc1ccc(Cl)cc1NC(=O)Cn1cc2c(n1)CCCCC2,/,/,13%,9%,-2%,/,-9,/,/
CC1=NNC(=O)C1CCC(=O)N/N=C\c1cccc(Cl)c1 (stereo unspecified),-8,0%,7%,-1%,6%,3%,2,-4%,7%
Oc1ccc(C[C@H]2CNCCN2CCC23CC4CC(CC(C4)C2)C3)cc1,?,7%,?,-21%,-3%,?,-20,5%,16µM*
Oc1cccc2cnccc12,0,15%,-8%,26%,-16%,-6%,0,6%,-7%
CCC1CCCCN1C(=O)COC(=O)c1ccc(Br)o1 (stereo unspecified),15,-5%,7%,0%,-1%,5%,-8,-34%[inhibitor],-5%[9.24 µM]
COc1ccccc1Nc1ccc([N+](=O)[O-])cn1,-10,6%,-4%,0%,5%,1%,1,-2%,?
COc1ccc(C(=O)CSc2nnnn2C)c(OC)c1,-7,-2%,-11%,7%,7%,11%,-1,-129%[inhibitor],-5%
CCCCC(=O)NC(Nc1ccc(C)cn1)(C(=O)OCC)C(F)(F)F (stereo unspecified),9,-3%,13%,14%,-6%,4%,1,1%,9%
CCc1nn(CC(=O)N(C)C2CCCCC2)c(=O)c2cc3cc(C)ccc3n12,11,-1%,1%,-18%,-15%,15%,2,-7%,10%
N#CCn1c(C2CCCCC2)nc2ccccc2c1=O,23,?,8%,-11%,1%,0%,4,-1%,3%
O=C(O)c1cccc(Nc2ncnc3ccccc23)c1,29,3%,-8%,14%,26%,-12%[9.24 µM],-16,11%,-17%
C=CCN(CC=C)CCOc1ccccc1F,2,16%,12%,-12%,-4%,26%,1,2%,23%
c1ccc(CN2CCC(CNc3ncnc4ccccc34)C2)cc1 (stereo unspecified),-11,9%,-27%,?,-25%,-16%,-16,15%,?
CC1C(=O)N(Cc2cn(Cc3ccco3)nn2)CCS(=O)(=O)N1Cc1ccc(-c2ccccc2C(F)(F)F)cc1 (stereo unspecified),-60*,/,0%,7%,-6%,?,7,/,?
Cc1cccc(N(Cc2ccccc2)C(=O)c2ccc(S(C)(=O)=O)cc2)c1,0,2%,24%,?,-10%,0%,-22,-6%,0%
Cc1ccc(C)n1-c1nccc(-c2cccs2)n1,-2,-4%,4%,5%,333%[activator],5%,-1,-5%,3%
Cc1cc[n+](CC(=O)Nc2ccccc2)cc1,10,3%,2%,0%,0%,8%,-4,5%,6%
Cc1ccc(N(CC(=O)NCc2ccccc2)C(=O)CCC(=O)Nc2ccccn2)cc1,6,-7%,0%,?,8%,1%,-3,-1%,3%
O=C(CN1CCN(Cc2ccc(F)cc2)CC1)Nc1ccccc1F,-8,6%,1%,-23%,-1%,0%,-12,?,0%
CCOc1ccc(-c2csc(NC(=O)CSC3=NC(=O)CN3C(C)=O)n2)c2ccccc12,-19,?,-14%,17%,3%,4%,-17,1%,-4%
NC(=O)C1CCN(C(=O)NC2CC(=O)N(c3ccc4c(c3)OCCO4)C2)CC1 (stereo unspecified),18,-1%,?,7%,1%,-4%,-7,-7%,0%
CCOC(=O)C1(Cc2cccc(Cl)c2)CCCN(C(=O)c2cc(C)on2)C1 (stereo unspecified),-1,-1%,-3%,-19%,-13%,4%,-16,1%,5%
CCN1CCN(C(c2ccccc2F)c2c(O)cc(C)n(CCOC)c2=O)CC1 (stereo unspecified),/,/,2%,3%,-8%,/,5,/,/
O=C(NC1CC(=O)N(c2ccc3c(c2)OCCO3)C1)N1CCCCC1 (stereo unspecified),13,0%,1%,4%,15%,9%,0,-29%,1%
C#CCN1CC(C)/C(=N/O)CC1C (stereo unspecified),2,-2%,-5%,-2%,6%,-7%,-2,-8%,-7%
COc1ccc(-c2nc3cc(C)ccn3c2NC(=O)c2ccccc2OC)cc1,48,5%,-6%,-7%,-1%,?,2,-6%,?
CCCc1cc(=O)oc2cc(C)cc(OC(C)C(=O)NCc3cccnc3)c12 (stereo unspecified),-17,-1%,-7%,?,-6%,-2%,2,-5%,-1%
COCCOC(=O)/C(C#N)=C/c1cn(Cc2ccccc2)nc1-c1cccnc1,-23,1%,4%,18%,14%,6%,-2,-2%,16%

# Exported as tab-separated lines: part of the list above.
smiles	IL-1B inflam inh	MCF10A rereplic	KB-3-1 cytotox	KB-V1 cytotox	HEK293 tox	HT1080 IDH1KD tx	D3 ag	SW480 rereplic	HT1080-NT tox
C#CCN1CC(C)/C(=N/O)CC1C (stereo unspecified)	2	-2%	-5%	-2%	6%	-7%	-2	-8%	-7%
CCOc1ccc(-c2csc(NC(=O)CSC3=NC(=O)CN3C(C)=O)n2)c2ccccc12	-19	?	-14%	17%	3%	4%	-17	1%	-4%
COCCOC(=O)/C(C#N)=C/c1cn(Cc2ccccc2)nc1-c1cccnc1	-23	1%	4%	18%	14%	6%	-2	-2%	16%

# Additional entries:
SMILES,IL-1B inflam inh,MCF10A rereplic,KB-3-1 cytotox,KB-V1 cytotox,HEK293 tox,HT1080 IDH1KD tx,D3 ag,SW480 rereplic,HT1080-NT tox
COc1ccc(CN(C)C(=O)c2ccccc2Sc2ccccc2C#N)cc1OC,?,6%,7%,?,-14%,-26%,0,-2%,-4%
Cc1nnc2n1N=C(c1ccccc1)CS2,2,1%,0%,8%,-8%,14%,4,-6%,20%
COc1ccc(OC)c(C(=O)CN2C(=O)C(=O)N(C3CCCC3)C2=O)c1,0,5%,-1%,?,2%,5%,5,-7%,3%
O=C(NCc1ccc(F)cc1)c1nc(-c2cccs2)no1,58,-2%,-4%,-3%,1%,-2%,-11,-7%,-11%
CCOc1ccc(NC(=O)Cn2cc(C(=O)c3ccc(CC)cc3)c(=O)c3ccc(C)nc32)cc1,/,/,17%,0%,4%,/,-13,/,/
Fc1ccc(CCn2c(Cn3c(-c4cnccn4)nc4ccccc43)nc3ccccc32)cc1,-26,/,?,?,2%,-14%,-14,/,-21%
Cc1nnc(NC(=O)CSc2nc3c(c(=O)n2CCc2ccccc2)SC(C)C3)s1 (stereo unspecified),3,8%,3%,2%,2%,5%,2,-5%,4%
CCN(CC)CCCn1c2c(c(SCC(=O)N3CCCc4ccccc43)nc1=O)CCC2,-17,-1%,-7%,0%,-3%,-27%,-13,1%,?
